BCLXL inh: Bcl-xL (human) inhibition. GST-Bcl-xL / FITC-Bim BH3 peptide fluorescence polarization. AID 2129. 0.7% of 320,000 active. inhibition, % at 10.9 µM;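 active means inhibition above the mean of all tested compounds plus 3 SD, cutoff set per campaign, cut at about 30% in these data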;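 further: 0% = DMSO wells and 100% = unlabeled Bim-BH3 peptide competitor; inhibitors lower millipolarization by displacing the labeled peptide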
PME-1 inh: blocks human protein phosphatase methylesterase 1; Q9Y570; recombinant PME-1, FP-Rh probe fluorescence polarization; inhibition, % at 5.9 µM; 0.53% of 320,000 active;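 active means inhibition above the campaign mean of all compounds plus 3 SD, cut at about 26% in these data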;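 further: competitive labeling of PME-1 active site by serine hydrolase directed probe; 0% = PME-1 with DMSO and 100% = wells lacking PME-1 enzyme; inhibitors block probe labeling so polarization falls and inhibition rises; many of its hits are not listed in these tables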
TPT1 inh: inhibitors of Candida albicans tRNA 2'-phosphotransferase TPT1; AID 1962; recombinant caTPT1, FP RNA substrate dephosphorylation; inhibition, % at 5 µM; 0.81% of 300,000 active;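 active means inhibition above the mean of all tested compounds plus 3 SD, set per screening campaign, cut at about 24% in these data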;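 further: plate controls were DMSO alone for no effect and ferristatin control at 100 nM for full effect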
GLD-1 RNA inh: GLD-1-TGE RNA interaction inhibition (C. elegans). AID 2280. 0.44% of 320,000 active. inhibition, % at 5.96 µM. Q17339. purified GLD-1 + fluorescein TGE RNA, fluorescence polarization;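 active means percent inhibition above a per-plate cutoff, the plate mean of test compounds plus 3 SD, cut at about 30% in these data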;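 further: 0% = DMSO wells with GLD-1 and probe and 100% = wells lacking GLD-1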
MEX-5 binding: C. elegans MEX-5 TCR-2 RNA binding activity; Q9XUB2; MEX-5/FITC-TCR2 RNA binding, fluorescence polarization; stronger effect = lower value; activity score (negative = inhibition of binding), % at 10 µM; 0.38% of 300,000 active; AID 1832;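 active means inhibition past about -25% in most replicates, and total fluorescence under double the plate's negative control median, limit read from the data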;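 further: 0% = DMSO and -100% = 5 µM competing unlabeled TCR2 RNA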
Fam108B inh: Fam108B inhibition, counter-screen for RBBP9 inhibitors. recombinant Fam108B, FP-Rh probe fluorescence polarization. inhibition, % at 9.51 µM. 0.33% of 300,000 active. AID 1947;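 active means inhibition above the screen mean inhibition plus 3 SD, computed separately per campaign, cut at about 18% in these data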;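 further: inhibitors lower polarization as less probe binds the enzyme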
GSTO1 inh: GSTO1 inhibition, counter-screen for RBBP9 inhibitors. 1.1% of 300,000 active. recombinant GSTO1, activity-based probe fluorescence polarization. inhibition, % at 5.96 µM;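 active means inhibition above the campaign mean inhibition plus 3 SD, cut at about 35% in these data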;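 further: 0% = GSTO1-1 with DMSO and 100% = wells lacking GSTO1-1 enzyme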
PAD4 inh: inhibitors of human PAD4. Q9UM07. recombinant PAD4, RCA probe fluorescence polarization. inhibition, % at 6.36 µM. 0.41% of 330,000 active. AID 485272;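 active means percent inhibition above a cutoff equal to the mean of all tested compounds plus 3 SD, cut at about 15% in these data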;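 further: 0% = PAD4 with RCA probe and DMSO and 100% = probe without PAD4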
Target sequence (Q9UM07 whole entry, looked up): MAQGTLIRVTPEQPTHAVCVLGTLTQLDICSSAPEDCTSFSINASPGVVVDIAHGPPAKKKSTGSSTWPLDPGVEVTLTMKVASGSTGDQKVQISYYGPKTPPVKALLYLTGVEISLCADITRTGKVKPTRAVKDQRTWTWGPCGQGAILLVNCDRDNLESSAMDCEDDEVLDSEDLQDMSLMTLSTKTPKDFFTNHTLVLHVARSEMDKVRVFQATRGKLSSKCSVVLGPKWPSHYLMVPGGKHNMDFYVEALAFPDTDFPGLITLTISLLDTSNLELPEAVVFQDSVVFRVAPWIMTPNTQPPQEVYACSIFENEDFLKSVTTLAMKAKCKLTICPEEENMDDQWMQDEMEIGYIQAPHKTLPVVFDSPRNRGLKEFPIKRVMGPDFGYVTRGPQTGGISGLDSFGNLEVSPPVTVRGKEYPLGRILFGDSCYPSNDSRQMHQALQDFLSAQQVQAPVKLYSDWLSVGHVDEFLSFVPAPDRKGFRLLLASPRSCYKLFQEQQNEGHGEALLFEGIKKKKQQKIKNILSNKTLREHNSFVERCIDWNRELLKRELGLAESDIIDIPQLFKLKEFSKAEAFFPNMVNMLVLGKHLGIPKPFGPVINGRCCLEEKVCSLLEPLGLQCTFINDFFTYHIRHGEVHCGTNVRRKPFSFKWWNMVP
MCL1-BIM inh: MCL1-BIM-BH3 interaction inhibition (human). inhibition, % at 10.9 µM. 0.68% of 320,000 active. GST-MCL1 / FITC-Bim-BH3 fluorescence polarization;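 active means inhibition above the mean inhibition of all tested compounds plus 3 SD, set per campaign, cut at about 40% in these data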;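 further: 0% = DMSO wells and 100% = unlabeled Bim-BH3 peptide control; higher means more loss of mP so more displacement of Bim peptide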
Target sequence (Q07820 whole entry, looked up): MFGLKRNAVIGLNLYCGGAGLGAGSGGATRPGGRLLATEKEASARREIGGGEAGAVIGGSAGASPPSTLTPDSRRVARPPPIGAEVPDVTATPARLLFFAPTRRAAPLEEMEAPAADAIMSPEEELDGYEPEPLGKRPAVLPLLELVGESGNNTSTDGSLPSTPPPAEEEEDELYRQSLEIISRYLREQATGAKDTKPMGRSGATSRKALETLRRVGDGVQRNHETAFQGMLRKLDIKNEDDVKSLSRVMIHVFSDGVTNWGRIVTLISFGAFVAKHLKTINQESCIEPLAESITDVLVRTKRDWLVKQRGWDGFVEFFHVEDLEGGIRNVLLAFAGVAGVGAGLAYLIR
Numbers without * were called inactive; · = no result given. The list is partial, so the mix of outcomes need not match the whole.

SMILES	BCLXL inh	PME-1 inh	TPT1 inh	GLD-1 RNA inh	MEX-5 binding	Fam108B inh	GSTO1 inh	PAD4 inh	MCL1-BIM inh
CC(=O)Nc1ccc2oc(-c3ccccc3Br)nc2c1	0.6	3.2	-0.6	0.9	1.0	-0.6	1.3	-2.4	-2.0
COc1ccccc1Nc1nnc(SCc2cc(=O)n3ccsc3n2)s1	-1.3	6.4	-2.9	0.9	-0.3	3.6	8.7	-0.7	5.3
Cc1cccc(C)c1N(CC(=O)N(C)Cc1ccccc1)S(C)(=O)=O	-0.6	-1.9	-2.7	6.9	2.8	2.7	0.3	-0.7	-9.5
COc1ccc(CN2CC(=O)N(c3cc(Cl)ccc3C)C2=S)cc1OC	-2.5	-9.3	0.8	-2.8	-1.5	5.3	6.7	-7.7	-6.2
Cc1ccc(Nc2ccncc2S(N)(=O)=O)cc1	2.3	2.5	-0.2	2.9	1.8	2.7	-3.2	-4.3	3.1
O=C(Nc1ccc2c(c1)OCO2)c1n[nH]c(=O)c2ccccc12	4.4	6.8	0.0	3.2	0.6	12.1	13.5	-0.2	7.4
Cc1ccccc1N(CC(=O)N/N=C/c1cc(Br)c(C)o1)S(C)(=O)=O	2.5	3.4	1.0	-4.2	1.4	4.3	2.6	1.1	4.2
O=C(c1ccco1)N1CCN(S(=O)(=O)c2c(Cl)cccc2Cl)CC1	1.0	3.1	-3.1	-6.8	-1.5	-4.4	7.8	-2.3	0.3
Cc1ccccc1Cn1ccc(-c2ccc3c(c2)OCO3)n1	2.3	5.8	-3.7	4.9	0.0	-2.2	6.4	1.0	2.5
Cc1ccsc1S(=O)(=O)N1CCCC(CCC(=O)NCc2ccccc2F)C1 (stereo not drawn)	2.7	-4.7	0.7	4.0	-1.3	-1.5	14.8	-4.8	-0.8
O=C1CCc2cc(NS(=O)(=O)c3ccc(Cl)cc3)cc3c2N1CC3	2.0	2.8	-3.0	10.0	-1.7	-2.1	-10.8	0.4	5.7
CC(C)c1ccc(Nc2nnns2)cc1	1.1	-1.5	-0.6	1.1	1.7	-2.9	0.6	-1.1	8.4
NC(=O)C1CCN(C(=O)CSc2ncccn2)CC1	1.3	3.4	-2.2	-4.0	0.5	-2.2	-1.7	-3.9	0.9
C#CCOCCOCCOCCNc1nc(N2CCN(C(=O)[C@H]([C@@H](C)CC)n3cc([C@@H](N)CO)nn3)CC2)nc(N2CCN(C(=O)[C@H]([C@@H](C)CC)n3cc([C@@H](N)CC(C)C)nn3)CC2)n1	43.4*	0.0	-9.6	20.8	-38.4*	-3.6	5.6	0.3	42.6*
COCCNC(=O)c1cccc(OC2CCN(Cc3ccc(F)c(OC)c3)CC2)c1	1.5	2.0	-1.8	-6.3	-2.2	-3.5	-4.7	-1.6	0.8
CCC(C)(C)NC(=O)Cc1ccc(OC)c(OC)c1	-1.4	-2.5	1.9	-6.2	-0.9	-5.9	-1.9	-3.0	8.3
O=C(Nc1nccs1)c1ccc(COc2ccc(Cl)cc2)o1	1.8	-2.3	-2.5	2.2	2.1	-0.8	8.1	-2.0	10.2
Cc1ccc2[nH]c(=O)c(CC=C(Cl)Cl)c(C)c2c1	4.2	-5.4	1.2	5.6	1.3	-1.1	2.5	3.1	-0.9
COc1ccc(C)cc1NC(=O)C(NCC(O)c1ccccc1)c1ccccc1 (stereo not drawn)	1.0	-3.6	-1.0	6.8	-1.5	0.1	-4.3	1.4	2.5
Cc1cc(NC(=O)c2ccccc2)cc(NC(=O)c2ccccc2)c1C	2.3	-0.6	0.7	4.9	-1.3	2.0	0.2	-4.2	-3.1
NNc1nnc2c3cc(F)ccc3n(CCc3ccccc3)c2n1	4.2	-10.2	1.4	7.4	0.1	2.1	-17.4	-8.4	0.2
COc1cc(/C=C/C(=O)OCC(=O)Nc2ccccc2Sc2ccc(Cl)cc2)ccc1O	-0.7	11.8	-3.3	13.4	0.7	4.7	-3.5	0.8	-0.4
Cc1ccc(C2CCN(C(=O)Nc3ccccc3)C2)cc1 (stereo not drawn)	5.4	0.9	1.7	1.9	0.5	-1.3	5.9	1.0	6.7
O=C(CN1CCN(C(=O)CN2C(=O)NC3(CCCC3)C2=O)CC1)Nc1cccc(F)c1	-9.6	-1.6	·	4.1	·	·	·	0.8	-20.0
NC(=O)CC(NC(=O)c1ccccc1)c1ccc(NC2CCCC2)c([N+](=O)[O-])c1 (stereo not drawn)	-1.3	1.1	9.8	3.2	1.4	-6.3	0.6	6.0	6.2
O=C(CNC(=O)c1ccco1)Nc1cc(Cl)ccc1N1CCOCC1	2.3	-4.6	1.7	-0.8	0.8	3.0	1.0	2.3	1.2
O=C(c1ccccc1SCc1ccccc1)N1CCCCCC1	8.4	9.4	-3.9	-2.1	0.8	-2.3	-6.0	0.2	7.7
O=C(CSc1ncnc2sc3c(c12)CCCCC3)NCc1ccco1	2.6	-2.0	-0.6	2.8	-4.9	-3.8	-13.2	0.2	3.2
Cc1cc(=O)oc(C)c1C(=O)Nc1ccccc1F	8.5	2.2	-2.4	4.2	-1.9	1.7	6.0	3.9	1.3
O=c1[nH]c2ccccc2n2cnnc12	2.1	-1.2	-4.2	2.0	5.4	1.5	-2.6	-2.8	-5.0
COc1ccc(NC(=O)CN2CCN(C3c4ccccc4-c4ccccc43)CC2)cc1	2.8	-11.3	-1.4	5.7	0.5	1.7	10.3	4.4	4.3
CC1(C)Cc2c(cnn2-c2ccccc2)C(NC(=O)c2ccoc2)C1 (stereo not drawn)	2.7	-0.7	-3.2	-1.0	0.4	2.2	8.8	2.4	4.6
COc1cccc(OCCOCC(O)CN2CCN(Cc3ccc(Cl)cc3)CC2)c1 (stereo not drawn)	4.5	-2.2	-2.5	0.6	1.0	4.0	3.5	2.6	5.2
CC(C)NC(=O)C(=O)NNC(=O)C12CC3CC(CC(C3)C1)C2	-6.1	-6.8	-1.2	-9.8	1.9	-7.3	-5.0	-15.6	-4.3
O=C(CSc1ncnc2c1cnn2-c1ccccc1)Nc1ccccc1	3.8	-8.6	-1.9	0.3	2.3	2.2	-2.1	2.1	6.6
Cc1ccc2cc(/C=N/NC(=O)c3ccccc3[N+](=O)[O-])c(Cl)nc2c1	-1.3	2.3	0.4	4.6	0.9	-2.9	-1.0	-3.7	0.6
CCOC(=O)C1(CC2CC2)CCN(Cc2ccc(C(=O)OC)cc2)CC1	2.9	-3.6	-4.5	5.6	2.9	1.5	1.9	4.5	-1.0
COc1ccc(CC(=O)N2CCN(c3ccccc3)CC2)cc1OC	1.6	6.2	0.7	0.8	1.5	3.6	4.0	-3.0	3.2
CSCCC(NC(=O)c1ccco1)C(=O)NCc1ccc(F)cc1 (stereo not drawn)	1.4	-7.9	0.8	-4.0	-0.5	2.1	1.7	-2.1	0.0
Cc1cc(C)c2nc(-c3ccccn3)cc(C(=O)NCc3cc(C)n(C)n3)c2c1	-1.6	1.3	-0.9	-4.6	-2.9	-5.1	0.3	-3.9	5.9
COc1cc(OC)c(OC)cc1CN1CCN(c2ccc(F)cc2)CC1	3.5	-1.3	-3.9	-4.1	-0.8	3.1	2.7	0.7	1.1
O=S(=O)([N-]c1nc2ccccc2nc1-n1cc[n+](Cc2ccccc2)c1)c1ccc(Br)cc1	5.8	-5.0	1.0	9.1	0.8	-9.3	5.2	7.7	6.8
CCn1c(Cc2ccccc2)nnc1SCC(=O)NC1CC1	-2.3	-2.5	-0.7	7.1	-0.3	7.1	4.4	0.4	-0.1
O=C(c1cnc2n(c1=O)CCS2)N1CCN(C(c2ccccc2)c2ccc(Cl)cc2)CC1 (stereo not drawn)	5.5	-6.0	-0.2	-2.6	0.7	-0.6	0.1	-2.9	2.4
COC(=O)c1ccc(NC(=O)CN2CCCC2)cc1	1.4	2.3	0.1	-6.1	-1.2	-4.9	-0.5	1.8	-2.4
COC(=O)CCC(=O)NC(=S)Nc1ccccc1F	0.8	-1.2	-4.2	-5.3	1.6	-3.0	2.1	-4.7	2.6
COc1ccc(/C=C/C(=O)O)cc1S(=O)(=O)NCc1ccccc1	2.3	-2.1	0.8	0.1	1.1	2.0	2.7	-3.1	0.9
COc1ccc(N/C(N)=N/c2nc(CSc3ccc(C)cc3)cc(=O)[nH]2)cc1	-2.3	6.1	2.0	1.2	2.5	6.9	0.1	-1.2	1.1
O=C(COC(=O)C1CC1)Nc1ccc([N+](=O)[O-])cc1C(F)(F)F	8.7	5.8	·	5.7	·	·	·	5.4	1.6
CCOC(=O)c1c(C)oc2c1C(=O)c1ccccc1C2=O	7.4	11.6	-0.7	-2.7	0.9	4.7	65.7*	5.5	3.8
CCOc1ccc(C(=O)COC(=O)c2cccc(-n3cnnn3)c2)cc1	5.8	5.2	-0.7	-3.4	-0.2	-1.3	4.4	-2.6	0.3
CCCN(CC(=O)Nc1ccccc1C)C(=O)c1ccc(S(=O)(=O)N2CCCCCC2)cc1	8.2	3.2	-0.8	3.4	-1.3	0.5	0.9	-0.6	9.4

Structural class: the compounds so far with an aryl methoxy group
SMILES	BCLXL inh	PME-1 inh	TPT1 inh	GLD-1 RNA inh	MEX-5 binding	Fam108B inh	GSTO1 inh	PAD4 inh	MCL1-BIM inh
COc1ccccc1Nc1nnc(SCc2cc(=O)n3ccsc3n2)s1	-1.3	6.4	-2.9	0.9	-0.3	3.6	8.7	-0.7	5.3
COc1ccc(CN2CC(=O)N(c3cc(Cl)ccc3C)C2=S)cc1OC	-2.5	-9.3	0.8	-2.8	-1.5	5.3	6.7	-7.7	-6.2
COCCNC(=O)c1cccc(OC2CCN(Cc3ccc(F)c(OC)c3)CC2)c1	1.5	2.0	-1.8	-6.3	-2.2	-3.5	-4.7	-1.6	0.8
CCC(C)(C)NC(=O)Cc1ccc(OC)c(OC)c1	-1.4	-2.5	1.9	-6.2	-0.9	-5.9	-1.9	-3.0	8.3
COc1ccc(C)cc1NC(=O)C(NCC(O)c1ccccc1)c1ccccc1 (stereo not drawn)	1.0	-3.6	-1.0	6.8	-1.5	0.1	-4.3	1.4	2.5
COc1cc(/C=C/C(=O)OCC(=O)Nc2ccccc2Sc2ccc(Cl)cc2)ccc1O	-0.7	11.8	-3.3	13.4	0.7	4.7	-3.5	0.8	-0.4
COc1ccc(NC(=O)CN2CCN(C3c4ccccc4-c4ccccc43)CC2)cc1	2.8	-11.3	-1.4	5.7	0.5	1.7	10.3	4.4	4.3
COc1cccc(OCCOCC(O)CN2CCN(Cc3ccc(Cl)cc3)CC2)c1 (stereo not drawn)	4.5	-2.2	-2.5	0.6	1.0	4.0	3.5	2.6	5.2
COc1ccc(CC(=O)N2CCN(c3ccccc3)CC2)cc1OC	1.6	6.2	0.7	0.8	1.5	3.6	4.0	-3.0	3.2
COc1cc(OC)c(OC)cc1CN1CCN(c2ccc(F)cc2)CC1	3.5	-1.3	-3.9	-4.1	-0.8	3.1	2.7	0.7	1.1
COc1ccc(/C=C/C(=O)O)cc1S(=O)(=O)NCc1ccccc1	2.3	-2.1	0.8	0.1	1.1	2.0	2.7	-3.1	0.9
COc1ccc(N/C(N)=N/c2nc(CSc3ccc(C)cc3)cc(=O)[nH]2)cc1	-2.3	6.1	2.0	1.2	2.5	6.9	0.1	-1.2	1.1

Screening results deposited in PubChem BioAssay by several laboratories.
